Source: PubChem BioAssay
AT treatment: qHTS Assay for Identifying a Potential Treatment of Ataxia-Telangiectasia; […] A-T fibroblasts, KAP-1 phosphorylation AlphaLISA; neocarzinostatin DNA damage 30 min before lysis; Potency, µM (top dose mostly 57.5 µM), inactives show at the top dose activation, hits mostly activators; 320,000 compounds, 0.19% hits; AID 485349, 2010; note: potency is the fitted concentration of half-maximal effect; % of control where 0% means no effect; nearly all actives have a fitted effect of over 45% in size
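ATM-like activity read as KAP-1 phosphorylation via AlphaLISA donor/acceptor antibody pairs after lysis and 6 hr at 25C. Cells were ATM-null patient fibroblasts ([…], hTERT), dosed 60 min, then exposed to the DSB inducer NCS for 30 min.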
TRPV1 agonist: HTS Assay for Compounds that Act as Agonists of the Vanilloid Receptor 1. 320,000 compounds, 0.19% hits. TRPV1-expressing cells, Fluo-8 calcium influx, agonist mode. activation, % at 8.33 µM. Transient receptor potential cation channel subfamily V member 1 (Homo sapiens), Q8NER1. AID 540275, 2011; in the data active = activation above about 80%; inconclusive = between about 30% and that limit; note: 0% is about no effect
Target sequence (Q8NER1 whole entry, looked up): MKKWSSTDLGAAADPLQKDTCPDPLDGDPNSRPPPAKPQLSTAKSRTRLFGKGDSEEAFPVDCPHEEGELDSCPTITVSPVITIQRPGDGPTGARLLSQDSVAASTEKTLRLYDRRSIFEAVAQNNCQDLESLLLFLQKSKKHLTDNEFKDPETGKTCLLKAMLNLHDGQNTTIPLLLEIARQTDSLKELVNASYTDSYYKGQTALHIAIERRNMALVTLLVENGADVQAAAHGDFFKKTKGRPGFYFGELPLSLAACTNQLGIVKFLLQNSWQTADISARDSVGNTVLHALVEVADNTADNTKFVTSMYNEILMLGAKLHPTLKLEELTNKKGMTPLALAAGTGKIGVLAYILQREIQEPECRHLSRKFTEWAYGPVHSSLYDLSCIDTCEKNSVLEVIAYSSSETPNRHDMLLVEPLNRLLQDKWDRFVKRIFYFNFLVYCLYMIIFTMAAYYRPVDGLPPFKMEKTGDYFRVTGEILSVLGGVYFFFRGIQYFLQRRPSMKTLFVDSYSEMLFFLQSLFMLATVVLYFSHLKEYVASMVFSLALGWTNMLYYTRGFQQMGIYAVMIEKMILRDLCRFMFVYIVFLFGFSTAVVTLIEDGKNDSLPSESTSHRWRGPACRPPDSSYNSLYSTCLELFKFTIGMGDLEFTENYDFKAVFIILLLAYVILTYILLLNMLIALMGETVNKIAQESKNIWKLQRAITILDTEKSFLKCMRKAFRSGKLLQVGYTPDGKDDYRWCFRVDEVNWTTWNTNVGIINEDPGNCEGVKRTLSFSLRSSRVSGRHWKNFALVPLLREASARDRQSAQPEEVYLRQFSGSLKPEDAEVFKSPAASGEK
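TRPV1-expressing cells were cultured overnight at 35.5C and loaded with Fluo-8 calcium dye for 40 to 90 min at room temperature. After a 10 s baseline, compound was added and calcium influx was read kinetically for 3 min (ex 480/em 520 nm).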
KCNH2 WT inh: qHTS for Inhibitors of KCHN2 3.1: Wildtype qHTS | U2OS, BacMam KCNH2, thallium flux FluxOr; active compounds read low | 340,000 compounds, 0.37% hits | activity change, % at 1.84 µM;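 active = maximum activity change below -70%; inconclusive = maximum activity change between -70% and -50%; inactive = maximum activity change above -50%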; note: % is set by controls: 0 for no effect and ±100 for the full control effect
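U2OS cells transduced with wild-type KCNH2 virus are loaded with FluxOr dye for 45 min, and thallium flux is measured in kinetic reads before and after stimulation buffer. Rate constants are normalized to DMSO controls.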
KCNH2 3.1 block: qHTS for Inhibitors of KCHN2 3.1: Mutant qHTS; activity change, % (tested at about 1.8 µM); 340,000 compounds, 0.95% hits; U2OS KCNH2 3.1, thallium flux FluxOr; active compounds read low; Potassium voltage-gated channel subfamily H member 2, brain isoform KCNH2 3.1 (human);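 active = maximum activity change below -70%; inconclusive = maximum activity change from -70% to -50%; inactive = maximum activity change above -50%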;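 note: thallium influx rate constant from kinetic fluorescence after stimulation buffer; % is set by controls: 0 for no effect and ±100 for the full control effect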
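Thallium flux read-out: FluxOr dye with Red40 quencher in HBSS/HEPES, 45 min at RT. Rate constants from kinetic reads were normalized to positive and negative DMSO controls. Cells: U2OS virally expressing the 3.1 isoform.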
Integrin act MD: qHTS for Activators of Integrin-Mediated Alleviation for Muscular Dystrophy; alpha7betagal myoblasts, beta-gal FDG fluorescence, 48 h; 350,000 compounds, 0.064% hits; Potency, µM (doses to about 38.3 µM), inactives show at the highest dose activation, actives largely listed as activators;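 note: potency is the fitted concentration of half-maximal effect; 100% = response of the positive control SU9516; nearly all actives have a fitted effect of over 60% in size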
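Alpha7betagal+/- myoblasts (passage 13) were plated 16-24 hr, then exposed to compounds (1:260 dilution of DMSO stock) for 48 hours at 37C. After MPER lysis, β-galactosidase reporter activity was read as FDG fluorescence (ex 480/em 540) after 30 minutes.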
ASM inhibitor: Inhibitors of Secretory Acid Sphingomyelinase (S-ASM): qHTS | Sphingomyelin phosphodiesterase (Homo sapiens), P17405 | placental ASM, HMU-PC fluorogenic substrate, 60 min | Potency, µM (doses to about 57.5 µM), inactives show at the highest dose activity change, negative = inhibition, usual class: inhibitors | 340,000 compounds, 0.006% hits | AID 504937, 2011; note: potency is the fitted concentration of half-maximal effect
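Fluorogenic HMU-PC substrate (9 uM final) is turned over by placental ASM in 60 min at 37 C after a 10 min compound preincubation. Reaction ended by alkaline stop (pH 10), with fluorescence read at 386/447 nm.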
MBNL1-CUG inh: qHTS Assay for Inhibitors of MBNL1-poly(CUG) RNA binding | Potency, µM (titrated, usually from 57.5 µM), without a hit: top-dose activity change, negative = inhibition, most hits filed as inhibitors | Muscleblind-like protein 1 (Homo sapiens), Q9NR56 | TR-FRET MBNL1-His/biotin-(CUG)12 binding, 665/545 ratio | 280,000 compounds, 0.036% hits; active = well fitted inhibition curve with a large enough effect in the signal ratio, with a control signal flat, not every such curve was filed as active; inconclusive = small, poorly fitted or top-dose-only effect, or effect the other way, or a change in a side signal; inactive = no such curve, though single readings can be large or run the other way; the % refers to the signal ratio; note: potency is the fitted concentration of half-maximal effect; % is set by controls: 0 for no effect and ±100 for the full control effect
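TR-FRET between His-tagged MBNL1 and biotin-(CUG)12 RNA, detected with Tb anti-His antibody (0.055 ng/ul) and streptavidin-XL665 (5 nM), 60 min at room temperature. Compounds titrated 92 nM to 58 uM; 665/545 nm ratio normalized to buffer and complex controls.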
MLL CXXC-DNA inh: qHTS Fluorescence Polarization Assay for Inhibitors of MLL CXXC domain - DNA interaction. Histone-lysine N-methyltransferase 2A (Homo sapiens), Q03164. MLL-CXXC / FITC-HOXA9 DNA fluorescence polarization. Potency, µM (top dose mostly 115 µM), for the others: top-dose activity change, negative = inhibition, usual class: inhibitors. 290,000 compounds, 0.037% hits; active = well fitted inhibition curve with a large enough effect in the polarisation, with a control signal flat, not every such curve was filed as active; inconclusive = small, poorly fitted or top-dose-only effect, or effect the other way, or a change in a side signal; inactive = no such curve, though single readings can be large or run the other way; the % refers to the polarisation; note: potency is the fitted concentration of half-maximal effect
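Steps: dispense CXXC domain solution (7 uM) → pin compounds or unlabeled HOX-A9 DNA control → 5 min ambient → add FLSN-HOX-A9 solution (50 nM) → spin → 30 min ambient → fluorescence polarization. Tris pH 7.5/NaCl/DTT/BSA buffer.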
GALK inh: qHTS Assay for Inhibitors of Human Galactokinase (GALK); P51570; Purified GALK, Kinase-Glo residual ATP luminescence; Potency, µM (highest dose often 57.5 µM), inactives show at the highest dose activity change, negative = inhibition, most hits filed as inhibitors; 270,000 compounds, 0.007% hits; note: potency is the fitted concentration of half-maximal effect; % is set by controls: 0 for no effect and ±100 for the full control effect
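Luminescence from leftover ATP (Ultra-Glo luciferase/luciferin) served as read-out after a 1 h room-temperature reaction of 5 nM GALK with 35 uM ATP and 100 uM galactose.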
Coupling enz: qHTS Assay for Inhibitors of Fructose-1,6-bisphosphate Aldolase from Giardia Lamblia: Coupling assay counterscreen. coupling enzyme system counterscreen, AmpLite Red fluorescence. activity change, negative = inhibition, % at 58.2 µM, hits read low. 290,000 compounds, 0.67% hits. AID 2472, 2010; in the data active = activity change below about -30%; note: % is set by controls: 0 for no effect and ±100 for the full control effect
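Compounds tested against the coupling enzymes alone at 57.5 uM final; readout was AmpLite Red fluorescence (525/598 nm) after 20 min at RT.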
Starred values were filed as active, the others as inactive; ? = inconclusive; · = not tested or not shown; & = joins results of further samples; [ ] = dose if it differs, or a comment. Unless noted, calls come from the whole dose curve; as a rule, active = well fitted curve in the direction sought with a large enough effect; inconclusive = small, poorly fitted or top-dose-only effect, or another doubt; inactive = no such curve, though single readings can be large; an effect the other way counts as inactive or inconclusive.

Compound	AT treatment	Coupling enz	ASM inhibitor	KCNH2 3.1 block	MBNL1-CUG inh	GALK inh	TRPV1 agonist	Integrin act MD	KCNH2 WT inh	MLL CXXC-DNA inh
Nc1nc(SCC(=O)NCCN2CCOCC2)nc2sc3c(c12)CCC3	-6%	1	1%	-2	-15%	-2%	3	-33%	9	10%
Cc1cc(NC(=O)CCC(=O)N(Cc2ccco2)C(C(=O)NC2CCCC2)c2ccccc2F)no1 (stereo not drawn)	-1%	-1	-2%	14	-8%	13%	0	-8%	-5	-4%
COc1ccc(C(=O)Oc2ccc(C(=S)N3CCOCC3)cc2)cc1	2%	1	-1%	-6	1%	5%	3	-20%	1	184%[activator]
CCOc1ccc(N(CC(=O)NCc2ccccc2OC)S(C)(=O)=O)cc1	0%	2	3%	6	14%	6%	4	-17%	5	6%
CCOC(=O)N1CCN(c2ccc(S(=O)(=O)N3CCOCC3)cn2)CC1	3%	·	0%	1	·	·	·	-8%	-22	·
CC1CCN(S(=O)(=O)c2cccc(C(=O)NC3CCCC3)c2)CC1	10%	0	0%	-15	2%	-2%	6	-10%	0	2%
CC(C1CC1)N(Cc1ccccc1)C(=S)Nc1cccc(C(F)(F)F)c1 (stereo not drawn)	15%	-1	-3%	1	1%	1%	21	-17%	2	-2%
C=CCn1c(SCC(=O)Nc2cc(C)ccc2OC)nnc1-c1ccco1	8%	-1	-2%	-4	-4%	4%	0	0%	-2	-5%
O=C(Nc1c2c(nn1-c1ccccc1)CS(=O)(=O)C2)c1ccccc1C(F)(F)F	2%	·	-3%	1	-3%	4%	2	15%	-3	9%
Cc1ccc(NC(=O)CSc2nc3nc(C)c(Br)cc3[nH]2)cc1F	3%	1	-2%	2	28%	0%	12	4%	19	10%
COc1ccccc1CCC(=O)Oc1ccc(C#N)cc1OC	-5%	·	-3%	-5	-2%	4%	4	32%	-4	3%
COc1ccc(CNC(=O)C2CCCN(S(=O)(=O)c3ccc4c(c3)CCCN4C(C)=O)C2)cc1 (stereo not drawn)	-2%	1	-3%	23	3%	-2%	-1	-37%[inhibitor]	1	11%
C/C(=N\NC(=O)c1ccc2c(c1)OCO2)c1ccc(NC(=O)CCCC(=O)O)cc1	8%	4	2%	-10	4%	2%	?	0%	12	3%
COc1ccc(C2Nc3ccccc3C(=O)N2c2ccc(C)cc2)cc1COc1ccccn1 (stereo not drawn)	2%	1	272%[activator]	-8	-8%	0%	3	20%	-1	?
Cc1ccc(Cl)cc1NC(=S)NCc1cccn1C	5%	2	-2%	-27	·	1%	14	-16%	-4	1%
COc1ccc(OC)c(NC(=O)CSc2nncc3ccccc23)c1	-9%	·	-5%	·	-4%	-1%	2	-22%	-6	-5%
O=C(Nc1ccc2nc(-c3cccnc3)[nH]c2c1)C12CC3CC(CC(C3)C1)C2	2%	-3	0%	8	-4%	-4%	16	-59%[inhibitor]	-11	-2%
NS(=O)(=O)c1ccc(S(=O)(=O)N(CCc2ccccc2)Cc2ccccn2)cc1	0%	0	-1%	-8	-3%	7%	?	-9%	2	-1%
CC1CCC2(CC1)NC(=O)N(CC(=O)c1cn(CCC#N)c3ccccc13)C2=O (stereo not drawn)	6%	-2	1%	-9	·	1%	-3	-36%	8	-2%
N#C/C(=C\c1cc(O)c(O)c(O)c1)C(N)=O	-5%	-49*	-4%	0	?	2%	-16	9%	-3	53%[activator]
CCOc1ccc(NC(=O)c2c3c(nc4ccccc24)CCC3)cc1	6%	-1	-1%	-3	-8%	10%	3	8%	-2	-4%
O=C(NC(=S)NCCc1ccccc1)C1CCCCC1	15%	2	1%	7	·	-2%	16	21%	-3	-1%
Cc1ccc(S(=O)(=O)NNC(=O)C2COc3ccccc3O2)cc1 (stereo not drawn)	-7%	4	3%	-7	·	0%	-1	-13%	6	-5%
CSCc1nc2sc(C(=O)Nc3nc(C)cs3)c(C)c2c(=O)[nH]1	-1%	1	21%	2	38%[activator]	3%	0	11%	1	-5%
CCN(CC)CCNC(=O)COc1ccc(OC)cc1	1%&5%	1&0	1%&6%	14&2	0%	5%	-1&-1	16%	27&-1	-4%&3%
CCOCCCN1CC(C(=O)NCCc2ccc(C)cc2)CC1=O (stereo not drawn)	-6%	0	1%	6	-4%	-1%	5	-9%	6	-4%
CC(Oc1ccc(Cl)cc1)C(=O)NCCN1C(=O)S/C(=C\c2cccnc2)C1=O (stereo not drawn)	-3%	4	0%	-42	?	-1%	7	-33%	-15	1%
CCN(C[C@H]1N[C@@](C)(C(=O)OC)[C@H]2C(=O)N(Cc3ccccc3)C(=O)[C@@H]12)C(=O)Nc1ccc(OC)cc1	6%	·	1%	-6	·	·	·	24%	1	·
CC(C)Nc1nnc(SCC(=O)c2c(N)n(Cc3ccccc3)c(=O)n(C)c2=O)s1	-1%	0	0%	7	-1%	·	0	-12%	3	8%
Cc1ccc(NC(=O)CSC2=C(C#N)C(c3ccco3)CC(=O)N2)cc1 (stereo not drawn)	·	4	-2%	5	2%	3%	2	-32%	-5	-5%
COC(=O)c1ccc(NC(=O)c2cnc3scc(C)n3c2=O)cc1	4%	5	·	·	26%	1%	0	·	·	-1%
O=C(NCc1ccco1)c1ccc2ccccc2c1	5%	1	-1%	7	?	0%	-2	-4%	-15	11%
COc1ccc(NC(=O)c2cccnc2N2CCOCC2)cc1	1%	2	3%	-32	2%	0%	0	?	·	-3%
COC(=O)c1sccc1NC(=S)N1CCCCC1C (stereo not drawn)	5%	3	1%	3	11%	2%	0	31%	-1	-12%
CCOC(=O)CNC(=O)N1CCCC(C(=O)c2cccc(Cl)c2)C1 (stereo not drawn)	-5%	10	1%	-12	-7%	5%	-1	0%	·	1%
C=CCOC(=O)C1=C[C@H](c2cn(C(C)=O)c3ccccc23)[C@@H](CCCO)[C@H](OCC)O1	-13%	-2	-1%	·	10%	1%	4	1%	·	?
COc1ccc(N(C(=O)CNC(=O)c2ccco2)C(C(=O)NC2CCCC2)c2ccncc2)cc1 (stereo not drawn)	6%	2	2%	-7	8%	6%	3	14%	2	1%
Cc1ccc2sc(N(CCCN(C)C)C(=O)c3ccc(S(=O)(=O)N(C)C)cc3)nc2c1C	-1%	0	-7%	9	4%	1%	11	-35%	11	9%
O=C(O)CSCC(=O)N1CCN(c2ccnc3cc(Cl)ccc23)CC1	-3%	0	0%	0	2%	2%	1	-30%	-24	10%
Cc1cccc(NC(=O)C2CCCN2C(=O)OCC(C)C)c1C (stereo not drawn)	2%	3	5%	20	0%	-3%	-2	7%	-13	6%
CS(=O)(=O)N(CC(=O)NCCSCc1c(F)cccc1Cl)c1cccc([N+](=O)[O-])c1	-1%	1	2%	2	15%	6%	3	-4%	-6	29%
CCC(C)c1ccc(NC(=S)NCc2cccs2)cc1 (stereo not drawn)	3%	1	-1%	0	-13%	-2%	?	-21%	9	-1%
CCOC(=O)c1c(NC(=O)CSc2ncnc3ccccc23)sc(C)c1C	-4%	0	-4%	-28	·	1%	1	?	1	-15%
O=C(Cc1ccccc1)N/N=C/c1ccc(Cl)cc1Cl	8%	2	-1%	-5	3%	-2%	?	3%	-10	8%
Nc1cc(=O)[nH]c(SCC(=O)Nc2ccc(N3CCOCC3)cc2)n1	12%	·	4%	11	·	·	·	3%	14	·
Cc1cccc(CCNS(=O)(=O)c2cc3c(cc2C)NC(=O)CO3)c1	-7%	2	1%	-5	-1%	·	6	2%	-8	·
Cc1ccc(OCc2nnc(SCC(=O)c3ccccc3)n2Cc2ccco2)cc1	-12%	-1	-12%	-50	6%	1%	-1	-22%	-2	-1%
CS(=O)(=O)N1CCc2cc(S(=O)(=O)Nc3ccc4oc5c(c4c3)CCCC5)ccc21	2%	-1	-28%	-10	6%	2%	4	-42%	-7	24%
